DT40 TDP1 no CPT = qHTS for Inhibitors of human tyrosyl-DNA phosphodiesterase 1 (TDP1): qHTS in cells in absence of CPT; DT40 Tdp1-/- hTDP1 cells, no CPT, ATP luminescence, 48 h; 420,000 tested, 15% active; Potency, µM (highest dose often 46.2 µM), inactives show top-dose activity change, negative = growth inhibition, actives largely listed as inhibitors; AID 686978, 2013; active means well fitted inhibition curve with a large enough effect; inconclusive means small, poorly fitted or top-dose-only effect; further: nearly all actives have a fitted effect of over 55% in size
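Luminescent ATP content (CellTiter-Glo) served as the growth readout. Knockout chicken DT40 cells expressing human TDP1 were exposed to compounds without camptothecin for a minimum 48 hr at 37 °C.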
The depositor's hits bear a star; ? = inconclusive. On the % scale 0 is the no-effect control and ±100 the full control effect; potency means the concentration at half of the fitted maximal effect. This is a subset. The share of hits here may be higher or lower than overall.

SMILES | DT40 TDP1 no CPT
COCCNC(=O)c1cc2c(c(-c3cccc(C#Cc4ccc(OC)c(OC)c4)c3)n1)[C@H](CCO)N(S(=O)C(C)(C)C)C2 (some centres undefined) | ?
O=C(CC[C@H]1O[C@@H](n2ccc(=O)[nH]c2=O)[C@H](O)[C@@H]1O)N[C@@H](Cc1ccccc1)C(=O)NCC1CCCCC1 | 1%
O=S1(=O)C=C[C@H](COCc2ccccc2)N1 | -27%
O=Cc1ccc(CS)cc1 | -21%
CC(C)(C)S(=O)N1Cc2cc(=O)n(Cc3ccccc3)cc2[C@H]1CCO (some centres undefined) | -2%
CC(c1nc2ccccc2c(=O)[nH]1)N1CCN(S(=O)(=O)c2ccc(F)c(Cl)c2)CC1 (centres undefined) | ?
CN(CC(=O)Nc1ccccc1Br)C(=O)C1CCN(C(=O)c2ccc(Cl)cc2)CC1 | -10%
CCC(=O)N1Cc2cc(C(=O)Nc3nccs3)nc(-c3cccc(-c4ccccc4OC)c3)c2[C@@H]1CCO | 4.6µM*
Cc1ccccc1S(=O)(=O)N(C)C[C@H]1OCc2cn(nn2)CCCC(=O)N([C@@H](C)CO)C[C@@H]1C | 10%
CCCc1ccc(Oc2cc(N3CCOCC3)nc(-c3ccccc3)n2)cc1 | ?
Cc1ccc(CNc2nc(CN3CCCCC3c3cccnc3)nc3ccccc23)o1 (centres undefined) | ?
CC12CCC(/C(=C/NNc3ccc([N+](=O)[O-])cc3[N+](=O)[O-])C1=O)C2(C)C (centres undefined) | 18µM*
c1ccc(-c2cn3ccccc3n2)cc1 | -26%
CS(=O)(=O)Nc1cccc(NC(=O)c2ccc(-n3ccnc3)c3ccoc23)c1 | 15µM*
Cc1ccc2c(C)c(C)c(=O)n(C)c2c1 | -4%
Nc1nc2ccc(Br)cc2s1 | -30%
COC(=O)c1ccc2nc(-c3ccccc3)c(Cc3ccc(C)cc3)n2c1 | ?
Cc1nc(N2CCN(S(=O)(=O)c3cccs3)CC2)c2c(-c3ccccc3)c(C)sc2n1 | 13µM*
COc1ccc(C=CC(=O)c2ccc(OC)c(OC)c2)cc1O | 18µM*
Cc1ccc(Cl)cc1N1C(=O)CC(Sc2ccccc2N)C1=O (centres undefined) | -3%
Cc1ccc(-c2nc3ccc(C)cn3c2Cc2ccccc2C(F)(F)F)cc1 | ?
CCOC(=O)N1CCN(C(=O)C[C@@H]2C[C@@]3(C(=O)OCC)CCC=C3N(Cc3ccccc3)C2=O)CC1 | -5%
N#CC(=Cc1ccncc1)c1ccccc1 | -28%
CC(=O)C1(C)C(=O)N(c2ccc(F)cc2)C(=O)N1c1ccc(F)cc1 (centres undefined) | 9%
Cn1cc(-c2csc(C(C)(O)c3cccc(F)c3)n2)cn1 (centres undefined) | -12%
COc1ccc(Cn2cc(CN3CCOCC3)nn2)cc1 | 17%
O=C(OCc1cn([C@@H]2C[C@H](c3ccc(Cl)cc3)N(Cc3cccs3)C[C@H]2O)nn1)c1ccccc1 | -8%
COc1ccccc1N1CCN(S(=O)(=O)CCNC(=O)c2ccco2)CC1 | -1%
Nc1cc(Cl)cc2c1-c1ccc(Cl)cc1C2O (centres undefined) | ?
Cc1ccc(CNC(=O)c2ccc(S(=O)(=O)N3CCCC3)cc2)cc1 | -25%
COc1ccc(CCNC(=O)c2ccc([N+](=O)[O-])cc2Cl)cc1OC | -1%
C[C@H]1CN([C@@H](C)CO)C(=O)CCCn2cc(nn2)CO[C@@H]1CN(C)S(=O)(=O)c1ccc(Cl)cc1 | 23%
OC[C@@H]1CN(Cc2cccs2)C[C@H](n2cnc3c(NCc4ccco4)ncnc32)O1 | -8%
Cc1ccc(-c2cnc3c(c2)C(=O)N([C@H](C)CO)C[C@H](C)[C@@H](CN(C)Cc2ccccc2F)O3)cc1 | ?
O=C(O)C(Cc1cccs1)c1cccs1 (centres undefined) | 2%
C[C@H]1CN([C@@H](C)CO)C(=O)c2c(c3ccccc3n2C)-c2ccccc2CO[C@H]1CN(C)C(=O)[C@@H]1CCCN1C | ?
C=CC1=CCN(S(=O)C(C)(C)C)[C@H]1CCO (some centres undefined) | -7%
Nc1nc(=S)ss1 | 7.3µM*
OC(C[n+]1cccc(Br)c1)c1ccccc1 (centres undefined) | -17%
O=C(CSc1nc2ccccc2c(=O)n1-c1ccc(F)cc1F)NC1CC1 | ?
CC(C)c1cc(C(=O)NCCc2cccs2)c(N)s1 | ?
Cc1cc(C(=O)N2CCC2(C)C(=O)NS(=O)(=O)c2cccc(OC(F)F)c2)nn1C (centres undefined) | -4%
C[C@H]1CN([C@@H](C)CO)C(=O)CCCn2cc(nn2)CO[C@@H]1CN(C)C(=O)Nc1ccc(F)cc1 | 9%
C[C@H](O)[C@@H]1CN2CCc3c([nH]c4ccccc34)[C@@H]2C[C@@H]1N(C)C(=O)Nc1ccc(Br)cc1 | ?
CCCNC(=O)c1cc(C2CCCN(C(=O)c3cc(C(C)(C)C)nn3C)C2)on1 (centres undefined) | ?
O=C1c2ccccc2C(=O)c2cc(N3CCCCC3)ccc21 | ?
C[C@@H]1CN([C@@H](C)CO)C(=O)CCCn2cc(nn2)CO[C@H]1CN(C)C(=O)c1ccc2ccn(C)c2c1 | ?
C=CCN(CC=C)Cc1cc(=O)oc2cc(OC)c(Cl)cc12 | ?
O=C1NC(=O)N2CCSC2(Cc2ccccc2)N1 (centres undefined) | -21%
O=C(Cc1ccc(NC(=O)C2CCCN(C(=O)C3CCCC3)C2)cc1)Nc1cccc(C(=O)N2CCCCC2)c1 (centres undefined) | -15%
O=C(N/N=C/c1ccc(Br)cc1)c1ccc(NC(=O)c2ccccc2)cc1 | 6%
COc1cc(N(C)C)c(OC)cc1/C=C/c1ccnc2ccccc12 | 10µM*
NC(=O)c1[nH]cnc1N=NN(CCO)Cc1ccccc1 | -18%
Cc1ccc(C(=O)CCC(=O)N2CCN(C/C=C/c3ccccc3)CC2)cc1 | 21µM*
O=C(C[C@@H]1C[C@H]2c3cc(NC(=O)Nc4ccccc4F)ccc3O[C@H]2[C@H](CO)O1)NCC(F)(F)F | -24%
CC1=C(C(=O)N(C)C)CC(CC(=O)NCCCN(C)C)C(=O)N1Cc1ccccc1 (centres undefined) | -11%
CCOC(=O)c1[nH]c(=S)[nH]c1C | -27%
CCN(CC)CCC(=O)N1C/C(=C/c2ccccc2)C(=O)/C(=C\c2ccccc2)C1 | 3.7µM*
OC[C@@H]1CN(Cc2ccc(-c3ccccc3)cc2)C[C@H](n2cnc3c(NC4CCCC4)ncnc32)O1 | 1.3µM*
COc1ccccc1C(=O)c1ccccc1C(=O)c1ccccc1 | 18µM*
(further entries)
SMILES | DT40 TDP1 no CPT
CC(=O)Nc1cccc(NC(=O)C2CCCO2)c1 (centres undefined) | 10%
C[C@@H]1CN([C@H](C)CO)S(=O)(=O)c2ccc(Br)cc2O[C@H]1CN(C)C(=O)C1CCCCC1 | 13µM*
COC(=O)c1c[nH]c(=S)n1Cc1ccccc1 | -8%
COc1ccc(/C=C/C(=O)OCC(=O)N2CCN(S(=O)(=O)c3ccc(C)cc3C)CC2)cc1OC | 21µM*
FC(F)(F)c1cnc(-c2cc3c(c(OCC4CCCO4)c2)OCCN(Cc2cccn2-c2nccs2)C3)c(Cl)c1 (centres undefined) | -7%
Cc1ccc(S(=O)(=O)Nc2ccccc2O)cc1 | -19%
C[C@H](CO)N1C[C@H](C)[C@H](CN(C)C(=O)Nc2cccc(Oc3ccccn3)c2)OCc2cnnn2CCCC1=O | ?
CCCNC(=O)c1cc(C2CCCN(C(=O)c3ccccc3)C2)on1 (centres undefined) | 0%
C/C(CC(=O)Nc1ccc(N(C)C)cc1)=N\NC(=O)c1ccccc1Cl | -14%
Nc1[nH]c(C(=O)c2ccccc2)c(-c2ccc(Cl)c(F)c2)c1C(=O)NCCc1c[nH]c2ccccc12 | ?
Cc1ccc(C(=O)N2CCOc3ccc(CN4CCN(Cc5ccccn5)CC4)cc3C2)cc1 | -22%
CCSc1nsc(NC(=O)Nc2ccccc2Cl)n1 | 15µM*
Cc1cc(C)n2c(NCc3ccccc3)c(CCc3ccccc3)nc2n1 | ?
CC(C)C1C(=O)N(Cc2cn(CC3CCCCC3)nn2)CCS(=O)(=O)N1Cc1ccc(-c2ccc(Cl)nc2)cc1 (centres undefined) | 10µM*
CC1=C(C(=O)N2CCOCC2)CC(CC(=O)NCCc2ccccn2)C(=O)N1Cc1ccc(F)cc1 (centres undefined) | -14%
N#CC1(NC(=O)COC(=O)C2CCN(S(=O)(=O)c3ccc4c(c3)OCCO4)CC2)CCCCC1 | 18%
O=C1C(Sc2ccccc2)=C[C@@]2(O)CC[C@@H](O)[C@]1(Sc1ccccc1)[C@H]2O | 5.8µM*
Cc1ccc(-c2csc(C(O)c3ccc(F)cc3)n2)cc1C (centres undefined) | ?
CCc1nc2ccc(C(=O)N3CCN(C(C)=O)CC3)cn2c1N(CCC(C)C)CCN(C)C | -7%
O=C(NCC1CCCCC1)c1ccc2sc([C@H]3C[C@H](O)[C@@H](CO)O3)nc2c1 | ?
C#CCOCCOCCOCCNc1nc(N2CCN(C(=O)[C@H](C)n3cc(CCC(=O)O)nn3)CC2)nc(N2CCN(C(=O)[C@H](Cc3ccc(O)cc3)n3cc(CCO)nn3)CC2)n1 | 2%
NNC(=O)C1C(O)CCC2CN3CCc4c([nH]c5ccccc45)C3CC21 (centres undefined) | -4%
CCC1=C(c2ccc(OC)cc2)CCC(C(=O)O)C1C (centres undefined) | -18%
Cc1ccccc1Cn1c(C)c(C(=O)NCc2cccc(Cl)c2)sc1=O | ?
O=C(COC(=O)c1cccc(F)c1)Nc1cccc(S(=O)(=O)N2CCCCC2)c1 | ?
O=[N+]([O-])c1ccc(SNc2ccccc2)c([N+](=O)[O-])c1 | ?
C=C1C=C(C)n2ncc(C(=O)Nc3ccc(NC(C)=O)c(Cl)c3)c2N1 | ?
COC(=O)c1cc(OC)c(OC)cc1NC(=O)c1ccc(Br)o1 | -27%
O=C1Nc2ccccc2N=C(c2ccc3c(c2)OCO3)C1N(CCc1ccccc1)C(=O)CSc1ncccn1 (centres undefined) | ?
CCOc1ccc(NC(=O)CSc2nc3cc(C(=O)NCC4CCCO4)ccc3c(=O)n2CC2CCCO2)cc1 (centres undefined) | ?
CCNC(=O)C1CCCN(C(=O)c2ccccc2F)CC1 (centres undefined) | -23%
CC(C)(C)S(=O)(=O)N1C[C@@H]2CC/C=C\C/C=C\2[C@H]1CCO | 8.2µM*
CN1CCN(C(=O)c2cc3c(c(-c4cccc(Br)c4)n2)[C@H](CCO)N(S(=O)C(C)(C)C)C3)CC1 (some centres undefined) | -3%
CC(C)C[C@H]1CNC(=S)N1CC1CCCN1C[C@H](CC(C)C)N1C[C@H](Cc2ccc(O)cc2)N(CC2CCCCCC2)C1=S (some centres undefined) | 18µM*
CNc1ccc(-c2cc(OC)ccc2OC)cn1 | -14%
O=C1[C@H](Cc2ccccc2)NCC=CC[C@H](c2ccc(Cl)cc2)N1Cc1ccccc1 | ?
CN(C(=O)c1ccc(NC(=O)Cc2ccc(NC(=O)C3CCCN(C(=O)C4CCCCC4)C3)cc2)cc1)C1CCCC1 (centres undefined) | ?
CC1(C(=O)NCc2cccc(C(F)(F)F)c2)CCN1Cc1ccc2ccccc2c1 (centres undefined) | ?
O=C(Nc1ccccn1)c1ccccc1 | -4%
COc1ccccc1-c1cnc(C(O)c2ccc(Cl)cc2)[nH]1 (centres undefined) | -20%

Part of the list above, as comma-separated lines:
compound,DT40 TDP1 no CPT
O=[N+]([O-])c1ccc(SNc2ccccc2)c([N+](=O)[O-])c1,?
C=C1C=C(C)n2ncc(C(=O)Nc3ccc(NC(C)=O)c(Cl)c3)c2N1,?
COC(=O)c1cc(OC)c(OC)cc1NC(=O)c1ccc(Br)o1,-27%
O=C1Nc2ccccc2N=C(c2ccc3c(c2)OCO3)C1N(CCc1ccccc1)C(=O)CSc1ncccn1 (centres undefined),?
CCOc1ccc(NC(=O)CSc2nc3cc(C(=O)NCC4CCCO4)ccc3c(=O)n2CC2CCCO2)cc1 (centres undefined),?
CCNC(=O)C1CCCN(C(=O)c2ccccc2F)CC1 (centres undefined),-23%
CC(C)(C)S(=O)(=O)N1C[C@@H]2CC/C=C\C/C=C\2[C@H]1CCO,8.2µM*
CN1CCN(C(=O)c2cc3c(c(-c4cccc(Br)c4)n2)[C@H](CCO)N(S(=O)C(C)(C)C)C3)CC1 (some centres undefined),-3%
CC(C)C[C@H]1CNC(=S)N1CC1CCCN1C[C@H](CC(C)C)N1C[C@H](Cc2ccc(O)cc2)N(CC2CCCCCC2)C1=S (some centres undefined),18µM*
CNc1ccc(-c2cc(OC)ccc2OC)cn1,-14%
O=C1[C@H](Cc2ccccc2)NCC=CC[C@H](c2ccc(Cl)cc2)N1Cc1ccccc1,?
CN(C(=O)c1ccc(NC(=O)Cc2ccc(NC(=O)C3CCCN(C(=O)C4CCCCC4)C3)cc2)cc1)C1CCCC1 (centres undefined),?
CC1(C(=O)NCc2cccc(C(F)(F)F)c2)CCN1Cc1ccc2ccccc2c1 (centres undefined),?
O=C(Nc1ccccn1)c1ccccc1,-4%
COc1ccccc1-c1cnc(C(O)c2ccc(Cl)cc2)[nH]1 (centres undefined),-20%

(continued)
SMILES | DT40 TDP1 no CPT
Cc1ccc(S(=O)(=O)N2C[C@@H](C)[C@]3(C2)[C@H](O)[C@H](OC(=O)NC2CC2)C[C@H]2C(=O)N(c4ccccc4)C(=O)[C@H]23)cc1 | ?
Cc1ccc([C@H]2N[C@]3(CCCN(Cc4ccc(Cl)cc4)C3=O)[C@H]3C(=O)N(C)C(=O)[C@@H]23)cc1 | ?
COc1ccc(-c2csc(NC(C)c3nc4cc(Cl)c(N5CCCCC5)cc4n3CCCO)n2)cc1 (centres undefined) | ?
O=C(Cc1ccc(Cl)cc1)N1CCc2ccccc2C1 | ?
CCOc1cc2ccccc2cc1C(=O)Nc1ccccn1 | -23%
CC1(C(=O)Nc2ccc3c(c2)OCCO3)CCC(=O)N1CCOc1ccccc1 (centres undefined) | 5%
